ALOX12 inh: Primary qHTS assay for inhibitors of human arachidonate 12S-lipoxygenase (ALOX12): Round 2; 580,000 tested, 1.1% active; Polyunsaturated fatty acid lipoxygenase ALOX12 (Homo sapiens), P18054; AID 1671190, 2021; purified 12hLO, xylenol orange hydroperoxide absorbance; Potency, µM (doses to about 108 µM), without a hit: top-dose activity change, negative = inhibition, actives largely listed as inhibitors; active = well fitted inhibition curve with a large enough effect; inconclusive = small, poorly fitted or top-dose-only effect, or another doubt; inactive = no such curve, though single readings can be large or run the other way
Target sequence (P18054 whole entry, looked up): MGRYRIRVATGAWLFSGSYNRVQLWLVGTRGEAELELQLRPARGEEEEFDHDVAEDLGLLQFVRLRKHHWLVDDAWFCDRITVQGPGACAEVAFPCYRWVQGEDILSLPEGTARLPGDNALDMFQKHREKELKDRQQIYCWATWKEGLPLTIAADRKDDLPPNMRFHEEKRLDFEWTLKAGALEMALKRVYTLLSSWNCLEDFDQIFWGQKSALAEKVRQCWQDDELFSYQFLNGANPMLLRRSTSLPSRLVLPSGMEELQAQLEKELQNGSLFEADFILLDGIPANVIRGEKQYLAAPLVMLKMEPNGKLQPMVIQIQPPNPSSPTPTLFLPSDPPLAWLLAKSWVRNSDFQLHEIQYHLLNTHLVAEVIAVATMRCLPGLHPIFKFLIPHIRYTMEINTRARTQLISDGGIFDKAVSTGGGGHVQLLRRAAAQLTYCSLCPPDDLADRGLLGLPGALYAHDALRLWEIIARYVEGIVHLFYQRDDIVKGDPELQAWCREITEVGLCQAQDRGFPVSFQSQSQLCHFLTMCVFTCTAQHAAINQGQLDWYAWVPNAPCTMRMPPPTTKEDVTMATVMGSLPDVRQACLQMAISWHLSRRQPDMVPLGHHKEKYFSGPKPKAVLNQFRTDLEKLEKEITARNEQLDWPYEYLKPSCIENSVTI
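Purified human 12hLO (150 nM final) in 25 mM Hepes, 0.01% Triton X-100, pH 7.0 was preincubated 15 min at room temperature with compound. Then 40 uM arachidonic acid was added, 30 min. Hydroperoxide was read by Fe-XO absorbance ratio 573/405 nm.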
An asterisk follows results filed as active; ? = inconclusive; & = joins results of further samples; [ ] = dose if it differs, or a comment. % is set by controls: 0 for no effect and ±100 for the full control effect; potency is the fitted concentration of half-maximal effect. Only part of the results is shown, so the mix of outcomes need not match the whole.

ALOX12 inh,compound
?,COc1cccc(C(C)(O)c2nc(-c3ccc(C)c(C)c3)cs2)c1 (stereo not drawn)
-9%,Cc1ccc(Cc2c(-c3ccccc3)nc3ccc(Cl)cn23)cc1
4%,Nc1nc(SCc2nnc(-c3ccccc3)o2)n[nH]1
3%,C[C@]1(CO)[C@H]2Cc3sc(NC(=O)c4cccc(F)c4)nc3[C@@H](CC(=O)NCc3ccco3)[C@]2(C)CC[C@H]1O
-34%,Cc1cc(CSc2ncccc2C(=O)Nc2ccnn2Cc2ccco2)no1
-35%,Cc1cccc(Cn2nnc3c(=O)n(Cc4nc(-c5ccccc5C)no4)cnc32)c1
19%,COc1ccc(C(=O)N2C[C@@H]3C[C@H](C2)c2c(NS(=O)(=O)c4ccccc4)ccc(=O)n2C3)cc1
?,Cc1ccc2nc(/C(C#N)=C/c3ccco3)[nH]c2c1
-2%,O=C(NC1CC1)c1ccccc1NC(=O)c1ccccc1OC(F)F
34%,O=C(Nc1ncc(Cc2cccc(Cl)c2)s1)C1CCCCC1
-7%,CC1CCC2(CC1)NC(=O)N(NC(=O)CSc1ncnc3ccccc13)C2=O (stereo not drawn)
11%,COc1cc(/C=C/C(=O)Oc2ccc3c(c2)OCO3)cc2c1OCCO2
1%,CCN1c2cc(C(=O)Nc3cccc(C)c3)ccc2C(=O)N2CCCCCC21 (stereo not drawn)
1%,Cc1cccc(C)c1NC(=O)CN(C)C(=O)Cc1csc(-c2cccc(Br)c2)n1
-4%,Cc1ccc(CNC(=O)c2ccc3c(c2)CN(Cc2cccc(F)c2F)CCO3)cc1
0%,CC1(C(=O)NCc2cccs2)Cc2c(-c3ccc(C(N)=O)cc3)ccnc2O1 (stereo not drawn)
37%[activator],CNC(=O)[C@H]1C[C@H](Oc2ccccc2)CN1S(=O)(=O)c1ccc(OC)cc1
15%,COc1ccc(NC(=O)CCS(=O)(=O)c2nc(-c3ccccc3)cc(C(F)(F)F)n2)cc1
-10%,CNC(=O)CSc1ccccc1OC
-7%,CC(C)c1cc(Cn2c3ccccc3c(=O)n2C(C)C)on1
38%[activator],Cc1cc(C)c2oc(-c3cc(NC(=O)c4ccco4)cc(C)c3O)nc2c1
0%,COC(=O)C1CN(CC(C)C)CCS(=O)(=O)N1Cc1ccc(C)cc1 (stereo not drawn)
7%,CC(C)OCCCNC(=O)COc1ccc2c(-c3ccccc3)cc(=O)oc2c1
2%,COc1ccc(NC(=O)c2cc(-c3cc(Cl)ccc3C)n[nH]2)c(OC)c1
-1%,CCc1ccc(-c2noc(CN3CCCc4c(C(=O)NC(C)C)cccc43)n2)cc1

The final 2 entries of the section above lead into the next.
ALOX12 inh,compound
2%,COc1ccc(NC(=O)c2cc(-c3cc(Cl)ccc3C)n[nH]2)c(OC)c1
-1%,CCc1ccc(-c2noc(CN3CCCc4c(C(=O)NC(C)C)cccc43)n2)cc1
?,CN1CCN(CC(O)COc2ccc(CN3CC(c4ccccn4)C3)cc2)CC1 (stereo not drawn)
10%,O=C(CSc1ncnc2sccc12)N(Cc1ccc(F)cc1)C1CCCCC1
-1%,Cc1cccc(-c2nc(CC(=O)N(C)CC(=O)Nc3cccc(F)c3)cs2)c1
?,O=C(COC(=O)c1ccc2ccccc2n1)c1cccc(Cl)c1
-27%[176 µM],O=C(C1CCOCC1)N1CCC(Oc2cnc3c(ccn3-c3cncnc3)c2)CC1
3%,CC(C)(O)C#Cc1ccc(C(=O)N2CCN(C/C=C/c3ccccc3)CC2)cc1
41%[activator],COc1cccc(-c2noc(CCCc3nc(C4CCOC4)no3)n2)c1 (stereo not drawn)
-15%,O=C(NCc1ccc2c(c1)OCO2)c1nc(-c2ccccc2)c2ccccn12
?,Cc1cc(C)cc(NC(=S)NCc2ccc(Cl)cc2)c1
52%[activator],COCCCn1c(C)cnc1CC1CCN(S(=O)(=O)c2cccc(F)c2)CC1
31%[activator],Cc1nc(CCC(=O)NCc2cc(Cl)cc3c(C)c(-c4ccccc4)[nH]c23)n[nH]1
27%,O=C1N(C2CCN(S(=O)(=O)c3cnc[nH]3)CC2)C(c2ccccc2)C12CCCC2 (stereo not drawn)
44%[activator],Cc1nn(C)cc1C(=O)N[C@@H]1CN(S(C)(=O)=O)C[C@H]1CN(C)C
?,CN(Cc1ccc(C(=O)NCC(F)(F)F)cc1)C(=O)C1CCN(C(=O)C2CC2)CC1
?,Cc1ccc(OCc2nn3c(=O)c4ccccc4nc3s2)cc1
-24%[176 µM],COc1cccc(CN2Cc3nc(-c4cccc(NC(C)=O)c4)ccc3OCC2=O)c1
30%,COc1ccc(N2Cc3c(NCCCc4ccccc4)ncnc3N(C)CC2=O)cc1
-11%,CC(C)C[C@@H](CN1CCC[C@@H]1CN1C(=S)NC[C@@H]1Cc1ccc(O)cc1)N1C[C@H](Cc2ccc(O)cc2)N(CCc2ccccc2)C1=S
?,COc1ccccc1OCCC(=O)OCc1ccc(Cl)cc1
3%,CN(Cc1nc2ccccc2[nH]1)S(=O)(=O)c1cc(Br)ccc1Br
4%[6.33 µM],CCc1nc2c(c(-c3ccc(OC)cc3)n1)CCN(Cc1ccccc1)CC2
15%,C=Cc1ccc(Cn2c(C)c(C(=O)NCCC#N)sc2=O)cc1
-3%,CCCc1noc(-c2ccn3c(CNC(=O)c4ccoc4)nnc3c2)n1
-54%,CCn1c(SCc2cc(OC)c(Br)cc2OC)nc2cc(S(N)(=O)=O)ccc21
-4%,Cc1cnc(C(=O)N[C@@H]2CCC[C@@H]2C(=O)N2CCN(Cc3ccccc3)CC2)cn1
-2%,O=C(NCCCc1ccccc1)c1n[nH]c2c1CN(C(=O)c1ccc(F)cc1)CC2
15%,CCN1c2cc(C(=O)NCCC3=CCCCC3)ccc2C(=O)N2CCCCCC21 (stereo not drawn)
42%[activator][176 µM],CC(=O)Nc1cccc(-c2ccc3c(n2)CN(Cc2ccccc2F)C(=O)CO3)c1
-4%,Cn1nccc1C(=O)N1[C@@H]2CC[C@H]1CC(NC(=O)c1ccc(F)cc1)C2 (stereo partly drawn)
51%[activator],O=C(CCN1CCCO1)N[C@@H]1COCC[C@@H]1OCc1ccccc1
55%[activator],COc1ccc(-c2noc(CN3CCCCC3c3cccc(F)c3)n2)c(OC)c1OC (stereo not drawn)
11%,CS(=O)(=O)c1ccc(N2CCN(C(=O)CC3COCCN3)CC2)c(F)c1 (stereo not drawn)
7%,CC(=O)Nc1ccc(S(=O)(=O)N[C@H]2C[C@@H](c3nc(-c4ccc(F)cc4)no3)N(C)C2)cc1
-14%,O=C(Nc1c(Cl)ccc2nsnc12)c1ccc(Br)o1
116%[activator],CCn1ccnc1CNC(=O)c1cc(OC)ccc1OC1CCN(C(=O)C2CC2)CC1
-7%,CCN1c2cc(C(=O)NCc3ccc(OC)c(OC)c3)ccc2C(=O)N2CCCCCC21 (stereo not drawn)
20%[176 µM],CC(=O)N[C@H]1CC[C@]2(C)CC[C@@H](C(C)C(=O)NC3CC3)[C@H](O)[C@H]2[C@@H]1C (stereo partly drawn)
?,Nc1nc(N)c2ncn(C3C=CC(CO)C3)c2n1 (stereo not drawn)
28%,Cc1oc2ccn(Cc3ccccc3F)c(=O)c2c1C(=O)NCc1cccnc1
-3%,Cn1c(NCc2ccccc2)nc2cc(-c3ccccc3)sc2c1=O
?,COc1cc(OC)cc(C(=O)Nc2c(NC3CCCCC3)c3ccccc3oc2=O)c1
-11%,CCC(C)NS(=O)(=O)c1ccc(C(=O)Nc2ccc3ccccc3n2)cc1 (stereo not drawn)
4%,O=C(COc1ccc(Cl)cc1)Nc1cccc2cccnc12
2%,CN(Cc1ccccc1)C(=O)CSc1ncnc2sc3c(c12)CCC3
22%,CCOc1ccc(C(=O)NCC2CCCO2)cc1Cl (stereo not drawn)
20%,O=C(CCCN1C(=O)C(c2ccccc2)Oc2cccnc21)NCc1ccccc1 (stereo not drawn)
?,O=C(Nc1ccc(Cl)cc1)N1CCC(c2nn(-c3ccc(F)cc3)c(=O)[nH]2)CC1
-21%,CC(C)(C)c1cc(C(c2cccs2)c2c[nH]c3ccccc23)cc(C(C)(C)C)c1O (stereo not drawn)
2%[176 µM],COc1ccc(C(=O)N(C)Cc2ccc(F)cc2)cc1
?,O=C(NC[C@H]1OC[C@@H](N(Cc2cccs2)Cc2cccs2)[C@@H]1O)c1ccccc1

Twelve entries out of the list, arranged by count of non-hydrogen atoms, smallest number first.
ALOX12 inh,compound
?,Nc1nc(N)c2ncn(C3C=CC(CO)C3)c2n1 (stereo not drawn)
-14%,O=C(Nc1c(Cl)ccc2nsnc12)c1ccc(Br)o1
2%[176 µM],COc1ccc(C(=O)N(C)Cc2ccc(F)cc2)cc1
4%,O=C(COc1ccc(Cl)cc1)Nc1cccc2cccnc12
51%[activator],O=C(CCN1CCCO1)N[C@@H]1COCC[C@@H]1OCc1ccccc1
-3%,Cn1c(NCc2ccccc2)nc2cc(-c3ccccc3)sc2c1=O
-4%,Cn1nccc1C(=O)N1[C@@H]2CC[C@H]1CC(NC(=O)c1ccc(F)cc1)C2 (stereo partly drawn)
-11%,CCC(C)NS(=O)(=O)c1ccc(C(=O)Nc2ccc3ccccc3n2)cc1 (stereo not drawn)
28%,Cc1oc2ccn(Cc3ccccc3F)c(=O)c2c1C(=O)NCc1cccnc1
-2%,O=C(NCCCc1ccccc1)c1n[nH]c2c1CN(C(=O)c1ccc(F)cc1)CC2
55%[activator],COc1ccc(-c2noc(CN3CCCCC3c3cccc(F)c3)n2)c(OC)c1OC (stereo not drawn)
7%,CC(=O)Nc1ccc(S(=O)(=O)N[C@H]2C[C@@H](c3nc(-c4ccc(F)cc4)no3)N(C)C2)cc1

Next section.
ALOX12 inh,compound
6%&26%[176 µM],O=C(NCC1CC1)C1CN(c2cccc(Cl)c2)C(=O)N1 (stereo not drawn)
3%,CCOC(=O)c1[nH]c2ccc(F)cc2c1NC(=O)CC
27%,O=C(NNC(=O)C12CCC(CC1)C2)c1ccncc1
-11%,CCC(C)(C)C1CCC2(CC1)NC(=O)N(CC(=O)N1CCN(c3ccccc3OC)CC1)C2=O (stereo not drawn)
?,CCOC(=O)c1cc(-c2ccccc2)sc1NC(=O)CCN1CCN(C)CC1
23%,COc1cccc(C(=O)NN)c1
?,O=C(NCc1c[nH]c2ncccc12)c1cccc(Br)c1
-6%,CC1=C(C(=O)Nc2ccccc2)C(c2ccc(Cl)cc2)N2C(=O)CSC2=N1 (stereo not drawn)
13%,Cc1cc(Br)ccc1NCC(=O)N(C1CCCCC1)C1CCS(=O)(=O)C1 (stereo not drawn)
-39%,CC(C)Cn1c(SCc2cc(=O)n3[nH]cc(C#N)c3n2)nnc1-c1ccccc1F
5%,COc1cc(C(=O)COC(=O)c2ccc3c(c2)OCCO3)cc(OC)c1OC
?,COc1ccc(C(C)=O)cc1CSc1c(C)c(C)cc(C)c1C
-20%,CCCCCCCCN1C(=O)[C@@H](CC(=O)NCc2cccs2)C[C@@]2(C(=O)OC)C1=C[C@H](C1CCCC1)O[C@@H]2C
-1%,O=C(c1cc2ccccc2oc1=O)N1CCN(C(c2ccccc2)c2ccccc2)CC1
15%,CSc1ccc(CNC(=O)CCn2ccn3nc4c(c3c2=O)CCCC4)cc1
-2%,O=C(c1nn(Cc2ccccc2)c(=O)c2ccccc12)N1CCCC1c1ccc2c(c1)OCCCO2 (stereo not drawn)
-57%,CC(C)c1ccc(-c2nonc2NC(=O)c2ccco2)cc1
17%,Cc1ccc(-c2ncc(CCNC(=O)c3ccccc3)[nH]2)cc1
?,COC(=O)c1ccc(CSc2ccccc2NC(=S)Nc2cccc(C(F)(F)F)c2)o1
43%[activator],CC(C)CNC(=O)N1CCCCCCNC(=O)[C@@H]2C[C@@H](c3nc(-c4cccnc4)no3)C[C@@H]21
17%,COc1ccc(NC(C)=O)cc1NC(=O)CC[C@H]1NC(=O)c2ccccc2NC1=O
-1%,COc1cccc(C2Cn3nnc(-c4nc(-c5cccc(F)c5)no4)c3CO2)c1 (stereo not drawn)
2%,CC(Sc1nc(CN2CCOCC2)nc2ccccc12)C(=O)c1cccc(Cl)c1 (stereo not drawn)
4%,Cc1cccc(C)c1NC(=O)C1(NC=O)CCCCC1
24%,CCN1CCN(C(=O)C2Cn3cccc3C(=O)N2CC(C)C)CC1 (stereo not drawn)
-9%,CC(=O)c1cccc(-c2ccnc3c2CC(C(=O)Nc2cccc(C(F)(F)F)c2)O3)c1 (stereo not drawn)
?,CC(C)CCC(C)NC(=S)Nc1ccc(Cl)cc1 (stereo not drawn)
-2%,C[C@@H](C(=O)N1CCN(c2ccc(F)cc2)CC1)n1cnc2ccccc2c1=O
-15%,Cc1cccc(CN2CCN(c3nc4c(c(=O)[nH]c(=O)n4C)n3CCc3ccccc3)CC2)c1
9%[176 µM],CC(C)(C)c1ccc(CN2CC3(COCC2=O)CN(c2cnccn2)C3)cc1
2%,O=C(O)CCCOc1ccc(Br)cc1
-15%,CC(C)C(NC(=O)c1ccc(Cl)cc1)C(=O)NCc1cnn(-c2ccccc2)c1 (stereo not drawn)
19%,Cc1cccc(C)c1-n1nnnc1C1c2ccccc2C(=O)N1C1CC1 (stereo not drawn)

Bioassay records (PubChem BioAssay)
